RGS4 act: RGS4 potentiators or activators, primary screen, cell-based, HEK293 M3R inducible RGS4, calcium flux | AID 463111, 2010 | B-score at 10 µM | carbachol calcium flux Fluo4; stronger effect = lower value | 310,000 compounds, 0.92% hits;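 active = B-score of the integrated calcium signal more than 4 SD below the library mean, with starting fluorescence not abnormally high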;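 also: negative B-score means reduced calcium response which marks RGS4 activation or potentiation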
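Material: M3R-expressing HEK293 line, RGS4 induced by doxycycline | Schedule: Overnight RGS4 induction, 30 min dye load 37 °C, 20 min compound RT | Measured by: Fluo4 fluorescence kinetic imaging of calcium | Read-out: Integrated calcium ratio converted to B score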
RGS4 inh: RGS4 inhibitors, primary screen, cell-based, HEK293 M3R inducible RGS4, calcium flux; Regulator of G-protein signaling 4 (Homo sapiens), P49798; Fluo-4 calcium flux; stronger effect = higher value; triggered by carbachol at its EC20; B-score at 10 µM; 310,000 compounds, 0.45% hits;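 active = B-score, a plate-corrected calcium signal, over three deviations above library mean, with baseline fluorescence within five deviations of library mean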;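 also: RGS4 expression induced by doxycycline in cells with stable M3 receptor; B-score is computed from the integrated fluorescence ratio over baseline after carbachol; higher B-score means a larger calcium signal and so more RGS4 inhibition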
KCNQ1 pot: potentiators or activators of KCNQ1 channel, primary screen, cell-based, thallium flux, high-throughput. Potassium voltage-gated channel subfamily KQT member 1 (Homo sapiens), P51787. 310,000 compounds, 0.35% hits. CHO-K1 KCNQ1, thallium flux FluxOR fluorescence; stronger effect = higher value. B-score at 10 µM;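 active = fluorescence ratio B-score, a plate-corrected score, at least three library SD, with initial intensity B-score within 5 SD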
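Test system: CHO-K1 cells stably expressing KCNQ1 / Medium: assay buffer / Also added: depolarizing K+/Tl+ stimulus, K2SO4 and Tl2SO4 each 12.5 mM in 5x stock / Incubation: 90 min dye loading and 20 min compound exposure, both at room temperature / Signal: thallium influx via FluxOR fluorescence, kinetic imaging / Evaluation: B score of baseline-normalized fluorescence ratio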
GSK3B inh: human GSK3beta kinase inhibitors, primary screen, biochemical, cell-free homogeneous, HTS; Glycogen synthase kinase-3 beta (Homo sapiens), P49841; GST-GSK3beta kinase, ADP-Glo luminescence, 60 min; stronger effect = lower value; activity score (negative = inhibition), % at 10 µM; 300,000 compounds, 0.038% hits; AID 2097, 2009;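 active = more than half of replicate wells score below -50%, meaning over 50% inhibition versus plate controls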;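 also: 0% = median DMSO wells and -100% = median GW8510 positive control wells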
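test system = GST-tagged human GSK3beta kinase, cell-free | reagent = 25 µM ATP with peptide substrate | dosing = one dose of 10 µM per compound | schedule = 60 min reaction, RT | detection = luminescent ADP-Glo measurement of ADP formed | control set = DMSO neutral wells and GW8510 at 20 µM as positive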
KCNQ1 block: inhibitors of human KCNQ1 channel, primary screen, cell-based, thallium flux, high-throughput; Potassium voltage-gated channel subfamily KQT member 1 (Homo sapiens), P51787; CHO-K1 KCNQ1, FluxOR thallium flux fluorescence; stronger effect = higher value; B-score at 10 µM; 310,000 compounds, 1.3% hits; AID 2642, 2010;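 active = compounds whose thallium flux B-score, printed positive for inhibition, exceeds three library SD while starting fluorescence stays within three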;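 also: channel opened by potassium depolarization with thallium stimulus after 20 min compound exposure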
hERG protect: hERG rescue from dofetilide block, primary screen, cell-based, CHO-hERG, FluxOR thallium flux, dofetilide IC70. Voltage-gated inwardly rectifying potassium channel KCNH2 (Homo sapiens), Q12809. dofetilide IC70 present. activation (rescue from dofetilide block), less the hit threshold, % at 10 µM. 310,000 compounds, 0.51% hits;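 active = activation above the mean of controls blocked by dofetilide plus 5 SD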;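 also: thallium influx through hERG after potassium depolarization seen as dye fluorescence rise; in these data hits start at about 4.7%; inactives centre near -7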
Target sequence (Q12809 whole entry, looked up): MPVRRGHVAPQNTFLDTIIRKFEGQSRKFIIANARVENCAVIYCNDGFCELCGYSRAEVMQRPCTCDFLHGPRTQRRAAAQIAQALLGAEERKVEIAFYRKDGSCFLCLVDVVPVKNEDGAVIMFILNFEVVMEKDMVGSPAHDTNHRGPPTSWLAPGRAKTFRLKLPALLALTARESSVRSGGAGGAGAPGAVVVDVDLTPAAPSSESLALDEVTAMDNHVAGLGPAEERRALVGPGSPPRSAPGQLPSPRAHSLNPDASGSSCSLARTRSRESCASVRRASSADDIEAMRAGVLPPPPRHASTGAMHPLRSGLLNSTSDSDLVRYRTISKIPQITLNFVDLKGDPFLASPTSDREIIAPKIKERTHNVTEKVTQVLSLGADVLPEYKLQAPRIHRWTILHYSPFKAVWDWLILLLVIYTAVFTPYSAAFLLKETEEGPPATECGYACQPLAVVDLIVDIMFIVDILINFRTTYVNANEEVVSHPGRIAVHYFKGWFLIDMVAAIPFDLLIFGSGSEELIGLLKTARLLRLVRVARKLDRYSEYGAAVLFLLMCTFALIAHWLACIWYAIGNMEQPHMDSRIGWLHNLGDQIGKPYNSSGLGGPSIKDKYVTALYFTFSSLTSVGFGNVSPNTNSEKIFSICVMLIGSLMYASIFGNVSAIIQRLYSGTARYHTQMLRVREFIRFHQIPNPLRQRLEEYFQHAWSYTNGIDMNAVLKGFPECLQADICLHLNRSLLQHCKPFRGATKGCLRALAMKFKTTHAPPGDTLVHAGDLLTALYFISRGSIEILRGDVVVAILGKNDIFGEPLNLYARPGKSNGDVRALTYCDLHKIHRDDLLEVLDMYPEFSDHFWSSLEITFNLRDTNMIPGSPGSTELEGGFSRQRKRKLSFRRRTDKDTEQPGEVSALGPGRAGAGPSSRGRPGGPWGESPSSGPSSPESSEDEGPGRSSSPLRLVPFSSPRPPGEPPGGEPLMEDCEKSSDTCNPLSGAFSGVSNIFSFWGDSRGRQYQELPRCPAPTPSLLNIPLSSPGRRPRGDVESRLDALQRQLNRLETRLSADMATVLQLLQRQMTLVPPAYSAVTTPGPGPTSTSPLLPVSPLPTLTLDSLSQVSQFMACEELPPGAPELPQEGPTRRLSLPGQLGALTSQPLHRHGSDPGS
PolyA inhibitor: polyadenylation inhibitors in yeast reporter cells, primary screen, luminescence, S. cerevisiae; S. cerevisiae SKY197-pL101 polyadenylation reporter, beta-gal luminescence; efflux-impaired pdr1/pdr3 knockout yeast; score 100 = 6 SD above DMSO; calls only at 12 µM; 300,000 compounds, 0.02% hits; AID 1875, 2009;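 active = lowest replicate activity score at least 50, where 100 means six control SD above control mean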;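 also: yeast exposed to compound for 9 h at 30 °C; higher score means more reporter readthrough which indicates perturbed polyadenylation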
Dyrk1A ADPGlo: rat Dyrk1A kinase inhibitors, primary screen, biochemical, single point, plate reader | Dual specificity tyrosine-phosphorylation-regulated kinase 1A (Rattus norvegicus), Q63470 | ADP-Glo luminescence, NFATc1 peptide | inhibition, % at 12.5 µM | 310,000 compounds, 0.43% hits; in the data active = inhibition above about 50%;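 also: plate controls were vehicle with enzyme for no effect and no enzyme for full effect; many of its hits are not listed in these tables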
GSK3 alpha inh: blockers of GSK3A enzyme activity – biochemical, luminescence, cell-free homogeneous, HTS, primary screen; Glycogen synthase kinase-3 alpha (Homo sapiens), P49840; GSK-3 alpha kinase, ADP-Glo luminescence, 60 min; inhibition, % at 10 µM; 320,000 compounds, 0.1% hits;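 in the data active = inhibition above about 50%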;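 also: GST-tagged GSK-3 alpha with peptide substrate and 25 µM ATP; 0% = DMSO neutral wells and 100% = GW8510 positive control wells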
KCNK9 inh: KCNK9 potassium channel inhibitors, primary screen, HEK293 cells, thallium flux. 310,000 compounds, 1.2% hits. Potassium channel subfamily K member 9 (Homo sapiens), Q9NPC2. B-score at 10 µM. FluxOR thallium flux fluorescence; stronger effect = lower value. AID 488922, 2010;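 active = ratio B-score over 3 SD below the library mean, with starting fluorescence within 5 SD of its mean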;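 also: negative B-score means less thallium flux so channel inhibition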
KCNK3 inh: human KCNK3 channel inhibitors, primary screen, CHO cells, FluxOR thallium flux, B-score | AID 602410, 2012 | 340,000 compounds, 0.84% hits | B-score at 10 µM | FluxOR fluorescence; stronger effect = lower value | Potassium channel subfamily K member 3 (Homo sapiens), O14649;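 active = B-score under library mean minus 4 SD, starting fluorescence ratio at most library mean plus 5 SD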;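 also: more negative B-score means stronger inhibition of thallium flux through KCNK3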
The depositor's hits bear a star; i = inactive; · = no result given. The list is partial; the hit share may differ from the screen's.

SMILES | RGS4 act | RGS4 inh | KCNQ1 pot | GSK3B inh | KCNQ1 block | hERG protect | PolyA inhibitor | Dyrk1A ADPGlo | GSK3 alpha inh | KCNK9 inh | KCNK3 inh
O=C(c1ccco1)N1CCN(c2ccc(N3CCCCC3)nn2)CC1 | i | i | i | 0.8 | i | -15.3 | i | -4.7 | 1.4 | i | i
CC(C)(O)C#Cc1ccc(C(=O)N2CCCC(CCC(=O)NCc3ccccc3F)C2)cc1 (stereo not drawn) | i | i | i | 2.9 | i | -9.6 | i | 2.4 | -1.1 | i | i
CN(C)CCOC(=O)c1cccc(Br)c1 | i | i | i | 0.6 | i | -5.4 | i | 2.6 | -0.9 | i | i
Cc1ccc(S(=O)(=O)N2CCN(CC(=O)N/N=C\c3ccccn3)CC2)cc1 | i | i | i | -4.8 | i | -10.6 | i | -5.5 | 29.4 | i | i
CC(CCc1ccccc1)NC(=O)CSc1nccc(=O)[nH]1 (stereo not drawn) | i | i | i | -0.1 | i | -5.7 | i | 6.7 | -4.4 | i | i
Cc1nc(-c2ccccc2)sc1C1(C)CC(c2ccc(C#N)cc2)=NO1 (stereo not drawn) | i | i | i | 1.3 | i | 0.6 | i | -4.6 | 1.2 | i | i
CC[C@H](C)C(C(=O)N1CCN(C(=O)OC(C)(C)C)CC1)n1cc(C(CC(C)C)NC(=O)OC(C)(C)C)nn1 (stereo partly drawn) | i | i | i | -0.3 | i | -4.9 | i | -11.4 | -3.1 | i | i
COc1cccc(C2C(C(N)=O)=C(C)Nc3nc(-c4ccccc4Cl)nn32)c1 (stereo not drawn) | i | i | i | 0.2 | i | -8.0 | i | -7.0 | · | i | i
Cc1nn(-c2ccccc2)c2c1C(c1ccc([N+](=O)[O-])cc1)N1C(=N2)C(=O)Nc2ccccc21 (stereo not drawn) | -9.03* | i | i | 1.8 | i | -13.5 | i | -0.2 | -2.0 | i | i
Cc1ccc(CS(=O)(=O)CCC(=O)NCCN(C)Cc2ccccc2)cc1 | i | i | i | 0.6 | i | -6.7 | i | -8.9 | -1.0 | i | i
O=C(CN(C(=O)CNS(=O)(=O)c1ccc(F)cc1)C1CCCC1)NCc1ccco1 | i | i | i | -4.6 | i | -4.4 | i | -2.9 | 0.3 | i | i
CCc1cccc(OCC(=O)Nc2cc(S(=O)(=O)N3CCOCC3)ccc2N2CCCC2)c1 | i | i | i | -1.2 | i | -12.0 | i | 3.3 | -1.9 | i | i
Cc1ccc(C)c(N2CCN(C(=O)C3CCC3)CC2)c1 | i | i | i | -0.7 | i | -7.4 | i | -4.1 | -1.6 | i | i
CCOC(=O)c1sc(NC(C)=O)nc1-c1ccccc1 | i | i | i | -1.5 | i | -1.5 | i | 0.8 | 1.2 | i | i
CCOc1ccccc1N(C(=O)Nc1cccc(Cl)c1)C1=NC(C)CS1 (stereo not drawn) | i | i | i | 3.0 | i | -14.4 | i | 6.7 | -1.0 | i | i
CCOC(=O)C1=C(C)Nc2ncnn2C1c1ccccc1F (stereo not drawn) | i | i | i | -0.2 | i | -7.3 | i | 6.8 | 2.5 | i | i
CS(=O)(=O)c1ccc(Cl)c(NC(=O)COC(=O)CNC(=O)c2ccc(Br)o2)c1 | i | i | i | -1.5 | i | -1.8 | i | -6.7 | 0.1 | i | i
CC(C)(C)c1ccc2c(c1)OCC(C(=O)O)O2 (stereo not drawn) | i | i | i | -0.8 | i | -14.3 | i | 0.4 | -1.6 | i | i
CCn1nnnc1SCC(=O)Nc1cccc(NC(C)=O)c1 | i | i | i | 2.1 | i | -2.6 | i | 7.9 | 1.8 | i | i
Cc1ccc(F)cc1NC(=O)CCOc1ccccc1 | i | i | i | -1.0 | i | -4.2 | i | -4.8 | -6.4 | i | i
Nc1nonc1-n1nnc(C(=O)N/N=C/c2ccccc2F)c1CN1CCOCC1 | i | i | i | -33.8 | i | -5.8 | i | 1.8 | 8.8 | i | i
Cc1ccc(CCNC(=O)C2CCN(S(=O)(=O)c3ccc4c(c3)NC(=O)C(C)S4)CC2)cc1 (stereo not drawn) | i | i | i | 2.6 | i | -12.4 | i | 0.6 | 0.0 | i | i
O=C(CSc1ncn[nH]1)c1ccc(OC(F)F)cc1 | i | i | i | 0.8 | i | -13.9 | i | · | 0.0 | i | i
O=C(N/N=C/c1ccc(-c2ccc([N+](=O)[O-])cc2)o1)c1cccnc1 | i | i | i | 1.2 | i | -4.3 | i | · | -11.6 | i | i
COc1ccc(NC(=O)C(CC(=O)O)Cc2ccccc2)cc1 (stereo not drawn) | i | i | i | -3.7 | i | -15.1 | i | 1.2 | -2.2 | i | i
Cc1cc2oc(=O)c(CC(=O)O)c(C)c2c2occ(C(C)(C)C)c12 | i | i | i | 3.4 | i | -3.3 | i | -1.2 | -4.5 | i | i
O=C(c1cc(Br)c[nH]1)N1CCSCC1 | i | i | i | 1.8 | i | -9.3 | i | -2.0 | 0.3 | i | i
CC1=CCC2C(=O)N(c3cc(C)on3)C(=O)C2C1 (stereo not drawn) | i | i | i | -3.2 | i | -3.7 | i | 8.1 | -0.9 | i | i
Cc1cnn(-c2ccc3nnc(-c4ccc(Br)cc4)n3n2)c1 | i | i | i | -0.5 | i | -3.5 | i | 2.3 | 1.1 | i | i
C[C@@H]1CC=C[C@H]2[C@H]1C(=O)N(Cc1ccccc1)[C@H]2c1ccc2ccccc2c1 | i | i | i | -1.4 | i | -10.8 | i | -1.4 | · | i | i

The closing 2 compounds of the part before are carried over, then new ones follow:
SMILES | RGS4 act | RGS4 inh | KCNQ1 pot | GSK3B inh | KCNQ1 block | hERG protect | PolyA inhibitor | Dyrk1A ADPGlo | GSK3 alpha inh | KCNK9 inh | KCNK3 inh
Cc1cnn(-c2ccc3nnc(-c4ccc(Br)cc4)n3n2)c1 | i | i | i | -0.5 | i | -3.5 | i | 2.3 | 1.1 | i | i
C[C@@H]1CC=C[C@H]2[C@H]1C(=O)N(Cc1ccccc1)[C@H]2c1ccc2ccccc2c1 | i | i | i | -1.4 | i | -10.8 | i | -1.4 | · | i | i
COc1cc(NC2=Nc3cccc4cccc2c34)cc(OC)c1OC | i | i | i | -0.7 | i | -7.9 | i | 6.4 | 0.3 | i | i
COc1cc(OC)cc(C(=O)NNC(=O)CN2C(=O)NC(C)(c3ccccc3)C2=O)c1 (stereo not drawn) | i | i | i | -1.7 | i | -11.7 | i | 2.0 | -2.0 | i | i
CN(C)S(=O)(=O)c1ccc(C(=O)NCC(=O)Nc2ccc(F)c(F)c2)cc1 | i | i | i | 0.2 | i | -8.7 | i | 5.4 | -0.9 | i | i
Cn1nnnc1SCC(=O)c1ccco1 | i | i | i | 2.4 | i | -6.8 | i | 7.0 | -3.0 | i | i
O=S1OC(c2ccccc2)c2cc(Cl)ccc21 (stereo not drawn) | i | i | i | 2.7 | i | -5.5 | i | · | -2.0 | i | i
N=C1/C(=C\c2ccc(Br)o2)C(=O)N=C2SC(CC(=O)N3CCCCC3)=NN12 | i | i | i | 1.1 | i | -3.9 | i | -2.7 | -0.7 | i | i
O=C(CN1C(=O)COc2ccccc21)c1cccc(Cl)c1 | i | i | i | 1.1 | i | -8.7 | i | 2.4 | -3.8 | i | i
C/C(=N\NC(=O)c1cc(C)oc1C)c1ccc2c(c1)OCO2 | i | i | i | 0.5 | i | -2.1 | i | -1.6 | -1.8 | i | i
CCOCCCN1CC(C(=O)NCc2ccc3c(c2)OCO3)CC1=O (stereo not drawn) | i | i | i | 1.2 | i | -14.8 | i | -1.8 | -1.9 | i | i
COc1ccc(N(C(=O)c2ccc(F)cc2)C2=CC3CCC(C2)N3C)cc1 (stereo not drawn) | i | i | i | 3.3 | i | -5.6 | i | -4.1 | -1.7 | i | i
COc1ccccc1CNC(=O)C1CCCN(S(=O)(=O)c2c(C)[nH]c(=O)[nH]c2=O)C1 (stereo not drawn) | i | i | i | 0.1 | i | -7.6 | i | 1.8 | 0.9 | i | i
Cc1ccc(-n2nc(C)c3c(-c4cccs4)c(C#N)c(N)nc32)cc1 | i | i | i | 1.3 | i | -6.1 | i | -1.8 | -0.4 | i | i
CCC(C)Oc1cc(-c2ccnc(Nc3cccc(Cl)c3)n2)ccn1 (stereo not drawn) | i | i | i | -1.7 | i | -7.8 | i | 7.0 | 2.5 | i | i
COc1ccc(CN(C)S(=O)(=O)c2nnc(NC(=O)c3ccccc3Br)s2)cc1 | i | i | i | 7.0 | i | -7.0 | i | -0.4 | -5.0 | i | i
CC1=NN(c2ccccc2)C(=O)/C1=C/c1c(O)n(-c2ccc(F)cc2)[nH]c1=O | i | i | i | -0.5 | i | -13.3 | i | -0.5 | 1.3 | i | i
CC1CCc2nc(NC(=O)Nc3ccc4c(c3)OCO4)sc2C1 (stereo not drawn) | i | i | i | 1.1 | i | 2.5 | i | 5.4 | 0.0 | i | i
CCc1nnc(NC(=O)C2CC(=O)N(CCc3ccc(F)cc3)C2)s1 (stereo not drawn) | i | i | i | 1.3 | i | -0.6 | i | -4.6 | -0.7 | i | i
Cc1ccc(C)c(CN2C(=O)COc3ccc(C(=O)c4ccccc4C(=O)O)cc32)c1 | i | i | i | -2.0 | i | -13.8 | i | -1.9 | -1.4 | i | i

Compound activity deposited in PubChem by several laboratories.
